Screening results deposited in PubChem BioAssay by several laboratories.
ARFGAP1 inh – inhibitors of rat ARFGAP1; Q62848; inhibition, % at 16.5 µM; Arfgap1-stimulated ARF1 GTP hydrolysis, GDP FP detection; AID 651572; 0.26% of 360,000 active;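 active means inhibition above a per-plate limit, mean inhibition of low control wells plus 3 SD, cut at about 25% in these data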;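 further: 0% = DMSO wells with enzyme and 100% = wells lacking Arfgap1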
Target sequence (Q62848 1-136 limits assumed): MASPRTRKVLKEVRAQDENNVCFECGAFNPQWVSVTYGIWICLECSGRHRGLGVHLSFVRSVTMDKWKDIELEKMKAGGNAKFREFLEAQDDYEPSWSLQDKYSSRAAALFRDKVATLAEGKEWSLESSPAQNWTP
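system = rat Arfgap1 catalytic domain, aa 1-136 | technique = FP, GDP Alexa 633 tracer displaced from anti-GDP antibody, 620/688 nm | compound = one concentration, 16.5 µM, DMSO 1.26% | medium = HEPES-based buffer, pH 7.5 | timing = compound-enzyme preincubation 20 min, reaction 120 min, detection 60 min, 25 °C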
NR1D1 modulator – modulators of human Rev-erb alpha DNA binding. P20393. Rev-erbα–FITC-DNA binding, fluorescence polarization, 90 min. activity, % at 10 µM. 0.79% of 370,000 active;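 active means activity above about 14%, limit read from the data; passing the limit was not always enough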;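 further: 0% = DMSO wells with 35 nM protein and 100% = DMSO wells with 750 nM protein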
GC-A act – GC-A (human) enzyme activation; P16066; HEK293 GC-A cells, cGMP TR-FRET, EC30 ANP; 0% at EC30 ANP, 100% saturating ANP; activation, % at 10 µM; 0.14% of 370,000 active; AID 1671463; in the data active means activation above about 40%
GC-B act – GC-B (human) receptor activation; P20594; HEK293-GC-B cells, CNP EC30, cGMP TR-FRET; 0% at EC30 CNP, 100% saturating CNP; activation, % at 10 µM; 0.11% of 370,000 active;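 active means activation at 10 µM reaching about 35% in either raw or pattern-adjusted values, limit read from the data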
PG9 Ab binder – PG9 antibody binding by small molecule; TR-FRET gp120-PG9 antibody binding; inhibition, % at 6.7 µM; 0.43% of 360,000 active; in the data active means inhibition above about 8.5%
ABHD4 inh – inhibitors of mouse ABHD4; 0.54% of 370,000 active; inhibition, % at 8.92 µM; AID 720543; purified mABHD4, FP-Rh probe fluorescence polarization;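 active means inhibition exceeding the mean over every tested compound plus 3 SD, cut at about 30% in these data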;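 further: 0% = plate median of compound wells and 100% = S159A mutant with DMSO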
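assay system = mABHD4 protein | compound dosing = single nominal dose of 8.92 µM, 0.89% DMSO final | read-out basis = percent inhibition of probe binding, normalized to plate controls | schedule = Enzyme–compound pre-incubation 45 min, then probe 60 min, both 25 °C | detection = fluorescence polarization, excitation 525 nm, emission 598 nm, BODIPY TMR filters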
rCAG binder – molecules binding r(CAG) RNA repeats; r(CAG) RNA repeat, TO-PRO-1 dye displacement fluorescence; inhibition, % at 3 µM; 1.3% of 370,000 active; AID 651821;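 active means inhibition above the plate cutoff, the mean of all test compounds on that plate plus 3 SD, cut at about 35% in these data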;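 further: 0% = DMSO alone and 100% = 100 µM mitoxantrone as full dye displacement; higher means more dye released from RNA so lower well fluorescence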
SMARCA2 activ – increases SMARCA2 function in MMTV reporter cells. MG213 cells, MMTV-luciferase reporter, dexamethasone, overnight. activation, % at 9.1 µM. 1% of 370,000 active; in the data active means activation above about 7.8%;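 further: 0% = vehicle wells and 100% = reference activator wells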
HTRA1 inhibitor – inhibitors of human serine peptidase HTRA1. Q92743. recombinant HTRA1, FP-rhodamine activity-based probe, fluorescence polarization. inhibition, % at 5.96 µM. 0.5% of 340,000 active; in the data active means inhibition above about 36%;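 further: 0% = enzyme with DMSO and 100% = wells lacking enzyme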
ASAP1 GAP inh – blocks human ASAP1-stimulated Arf1 GTP hydrolysis. Q9ULH1. GDP FP detection. inhibition, % at 16.5 µM. 0.19% of 360,000 active. AID 624377; in the data active means inhibition above about 25%;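 further: 0% = vehicle with enzyme and substrate and 100% = no enzyme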
Target sequence (Q9ULH1 325-724 limits assumed): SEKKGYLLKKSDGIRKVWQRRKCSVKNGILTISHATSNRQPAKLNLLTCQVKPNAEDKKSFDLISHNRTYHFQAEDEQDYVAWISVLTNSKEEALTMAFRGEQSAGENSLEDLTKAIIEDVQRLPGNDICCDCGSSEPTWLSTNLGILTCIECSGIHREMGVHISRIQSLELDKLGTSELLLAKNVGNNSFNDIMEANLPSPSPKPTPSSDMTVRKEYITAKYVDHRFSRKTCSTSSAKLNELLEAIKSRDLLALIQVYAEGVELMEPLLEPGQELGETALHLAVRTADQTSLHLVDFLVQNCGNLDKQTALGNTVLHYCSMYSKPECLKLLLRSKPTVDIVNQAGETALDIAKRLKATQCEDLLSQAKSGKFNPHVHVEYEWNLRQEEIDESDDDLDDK
Active calls of the source: *; nt = not tested or not shown.

SMILES	ARFGAP1 inh	NR1D1 modulator	GC-A act	GC-B act	PG9 Ab binder	ABHD4 inh	rCAG binder	SMARCA2 activ	HTRA1 inhibitor	ASAP1 GAP inh
CC(C)(C)NC(=O)C(c1ccc(-c2ccccc2)cc1)n1c(=O)c(-c2cc3ccccc3[nH]2)nc2ccccc21 (configuration not stated)	16	0	7	4	1.7	-20	17	5	nt	18
O=C(Nc1c(F)c(F)c(F)c(F)c1F)OC[C@@H]1CSCCS(=O)(=O)N1	6	5	2	3	1.7	-1	1	3	nt	11
O=S1(=O)N[C@@H](c2ccccc2)COc2cc(Br)ccc21	-21	3	2	0	0.4	-10	2	-6	-4	2
COc1cc(/C=N\NC(=O)Cn2nnc3ccccc32)cc(OC)c1OC	3	6	0	-5	-3.7	-6	-3	0	-2	6
O=C(CSc1ncnc2c1nnn2Cc1ccccc1)NC1CCCC1	0	-4	6	2	-0.2	1	-4	-4	-1	-14
CC1(c2ccc3c(c2)OCCCO3)NC(=O)N(CC(=O)NCCc2ccc(F)cc2)C1=O (configuration not stated)	4	0	1	-3	0.1	1	3	-2	2	-9
CC(=O)Nc1ccc(Nc2nc(C)c([N+](=O)[O-])c(Nc3ccc(NC(C)=O)cc3)n2)cc1	-6	-4	33	38*	1.4	5	6	-2	1	8
Cc1cc(C2N=C(N)Nc3nc4ccccc4n32)c(C)n1-c1ccccc1Cl (configuration not stated)	-14	1	-8	-4	-2.9	9	21	-1	-7	9
CN(C)C(=O)c1ccc(NC(=O)c2ccccc2-c2ccccc2)cc1	-4	-3	0	0	-2.2	-7	2	-4	4	7
Cc1ccc(C)c2nc(SCC(=O)N3CCCc4ccccc43)c(C#N)cc12	8	61*	0	3	-0.7	-3	4	-1	-1	2
CC(=O)NC(CC(=O)N(Cc1ccccc1)c1ccc(C)cc1)c1ccccc1 (configuration not stated)	10	-3	-15	-18	0.9	9	-10	-3	-4	3
Cc1nnsc1C(=O)NC1CCCCC1	3	-2	3	4	0.1	1	0	-2	-4	5
CCOC(=O)[C@H]1[C@H]2COc3ccc(OC)cc3[C@@H]2N2C(=O)CN(Cc3ccc(F)cc3)C(=O)[C@@]12C	6	-2	-5	0	-0.8	-7	-3	-1	-5	-8
CC(=O)Nc1ccc(C(=O)OCC(=O)N2CCC(Cc3ccccc3)CC2)cc1	5	-4	0	5	-1.0	-7	-1	1	-16	1
Clc1ccc(/C(Cc2nc3ccccc3[nH]2)=N\Nc2ccccc2)cc1	12	0	-12	-13	-2.3	-10	10	3	6	4
COc1ccc(C(C)(NC(C)=O)c2nc(-c3cccc(C#N)c3)cs2)cc1 (configuration not stated)	7	0	-5	-2	1.3	-3	2	0	nt	5
COc1ccc(CN2CCC(C(=O)Nc3ccc(Oc4cccnc4)cc3)CC2)cc1	0	3	0	2	-0.7	4	-8	-2	-8	-5
Cc1ccc(Nc2cc(C)nc(N3CCOCC3)n2)cc1	-6	0	7	-7	-1.8	-7	-8	2	-6	-1
O=C(O)C1CN(C(=O)c2cccc(Br)c2)C1	5	-5	-1	4	-4.3	-3	0	0	1	1
O=C(Nc1cc(Cl)cc(Cl)c1)N1CCCC1	4	2	-7	-4	-0.7	-11	3	0	-6	7
CCCCCCCCN1C(=O)[C@H](CC(=O)NCCC(C)C)C[C@@]2(C(=O)OCC)CCC=C12	12	-1	-2	6	0.4	-4	2	-1	nt	2
Cc1ccccc1C(=O)Oc1cc(N)n(S(C)(=O)=O)n1	0	-1	12	-1	-1.0	0	-3	-1	8	-1
Cc1ccc([N+](=O)[O-])cc1N=Nc1c(C)[nH]n(C(N)=S)c1=O	-6	0	4	0	-0.7	-2	3	-3	3	-5

Fetched by structure from the list above (2):
SMILES	ARFGAP1 inh	NR1D1 modulator	GC-A act	GC-B act	PG9 Ab binder	ABHD4 inh	rCAG binder	SMARCA2 activ	HTRA1 inhibitor	ASAP1 GAP inh
CC(=O)Nc1ccc(C(=O)OCC(=O)N2CCC(Cc3ccccc3)CC2)cc1	5	-4	0	5	-1.0	-7	-1	1	-16	1
CC(=O)NC(CC(=O)N(Cc1ccccc1)c1ccc(C)cc1)c1ccccc1 (configuration not stated)	10	-3	-15	-18	0.9	9	-10	-3	-4	3

Full records as entered above. Order of values: ARFGAP1 inh	NR1D1 modulator	GC-A act	GC-B act	PG9 Ab binder	ABHD4 inh	rCAG binder	SMARCA2 activ	HTRA1 inhibitor	ASAP1 GAP inh
CCCCCCCCN1C(=O)[C@H](CC(=O)NCCC(C)C)C[C@@]2(C(=O)OCC)CCC=C12 as listed: 12	-1	-2	6	0.4	-4	2	-1	nt	2
O=C(O)C1CN(C(=O)c2cccc(Br)c2)C1 as listed: 5	-5	-1	4	-4.3	-3	0	0	1	1
Cc1ccc(Nc2cc(C)nc(N3CCOCC3)n2)cc1 as listed: -6	0	7	-7	-1.8	-7	-8	2	-6	-1
Cc1ccccc1C(=O)Oc1cc(N)n(S(C)(=O)=O)n1 as listed: 0	-1	12	-1	-1.0	0	-3	-1	8	-1
CCOC(=O)[C@H]1[C@H]2COc3ccc(OC)cc3[C@@H]2N2C(=O)CN(Cc3ccc(F)cc3)C(=O)[C@@]12C as listed: 6	-2	-5	0	-0.8	-7	-3	-1	-5	-8
